GPR55 LPI antagonism: GPR55 antagonists blocking LPI-driven arrestin recruitment, primary screen, imaging, U2OS, beta-arrestin-GFP, LPI agonist (AID 2013); U2OS GPR55 beta-arrestin-GFP translocation imaging, LPI antagonism; higher % means a stronger effect; 290,000 compounds, 0.13% hits; one-dose inhibition, % at 10 µM; IC50 in µM for titrated hits;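 active means spots per cell inhibited over 60%, with over 100 cells counted and total cytoplasm intensity under 500,000; inconclusive means wells with under 100 cells, flagged as likely toxic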;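 further: U2OS cells stably carrying GPR55 and arrestin-GFP stimulated by 5 µM LPI near EC80; imaged beta-arrestin-GFP aggregate spots per cell after agonist stimulation; plate controls were LPI-stimulated DMSO wells for no effect and DMSO wells without LPI for full effect; some results filed as inactive read as strong as hits; confirmed hits need IC50 under 10 µM and bright autofluorescent wells are also inconclusive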
KOR beta-arrestin-1: KOR agonists, beta-arrestin recruitment, primary screen, cell-based, luminescence, uHTS (AID 1777). KOR beta-arrestin recruitment, luminescence; higher % means a stronger effect. activation, % at 10 µM, or EC50 in µM where a hit was titrated. 280,000 compounds, 0.02% hits; in the data active means activation above about 50%, passing the limit was not always enough; further: a part of the inactive calls stands beside numbers as strong as those of hits
NOD1 NF-kB reporter: inhibition of NOD1-driven NF-kB reporter – cell-based, luminescence, uHTS, primary screen (AID 1578); NOD1-driven NF-kB luciferase reporter cells, luminescence; higher % means a stronger effect; one-dose inhibition, % at 4 µM; EC50 in µM for titrated hits; 290,000 compounds, 1% hits; in the data active means inhibition mostly above about 36%, no sharp cut-off; inactive means mostly below about 34%;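 further: HEK-293T reporter cells stimulated with the NOD1 agonist gamma-tri-DAP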
GPR35 arrestin U2OS: GPR35 antagonists blocking zaprinast-driven arrestin recruitment, primary screen, imaging, U2OS, beta-arrestin-GFP, zaprinast agonist (AID 2058); U2OS GPR35 beta-arrestin-GFP translocation imaging, zaprinast antagonism; higher % means a stronger effect; inhibition, % at 10 µM; hits with a dose series show IC50 in µM; 290,000 compounds, 0.052% hits;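 active means inhibition of at least 50% with at least 30 cells and total cytoplasm GFP at most 10,000,000; inconclusive means under 30 cells or total GFP of 10,000,000 plus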
GPR55 activation: selective activators of receptor GPR55 – imaging, U2OS cells, beta-arrestin-GFP redistribution, primary screen (AID 1961). U2OS GPR55 beta-arrestin-GFP redistribution imaging; higher % means a stronger effect. activation, % at 10 µM, or EC50 in µM where a hit was titrated. 290,000 compounds, 0.048% hits;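 active means activation above 40% with more than 50 cells counted in the well; inconclusive means wells holding fewer than 50 cells, flagged as toxic or sparse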;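 further: U2OS osteosarcoma cells stably expressing GPR55 and beta-arrestin-GFP; plate controls were DMSO negative control for no effect and LPI positive control for full effect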
KOR beta-arrestin-2: kappa opioid receptor blockers – cell-based, luminescence, uHTS (AID 1778) | 290,000 compounds, 0.091% hits | KOR beta-arrestin recruitment, luminescence, antagonist mode; higher % means a stronger effect | one-dose inhibition, % at 10 µM; IC50 in µM for titrated hits; further: strong numbers were not always called active
NOD2 inhibition: inhibition of NOD2-driven NF-kB reporter – cell-based, luminescence, uHTS, HEK293 (AID 1566) | HEK293 NOD2/NF-kB luciferase reporter, luminescence; higher % means a stronger effect | 290,000 compounds, 0.63% hits | inhibition, % at 4 µM, or EC50 in µM where a hit was titrated; further: many of its hits are not listed in these tables
Myeloid diff 2: promotes myeloid progenitor differentiation; calls only at 10 µM; AID 624256; ER-HoxA9 myeloid progenitors, lysozyme-GFP differentiation, flow cytometry; 360,000 compounds, 1% hits;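 active means normalized GFP-positive differentiation at or above the plate's own cutoff, the solvent-only control mean plus 3 SD; inconclusive means no clear call, values can overlap the other calls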;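 further: cells exposed to compound for four days before flow analysis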
HIV peptide binding: inhibitors of HIV fusion peptide binding, primary screen, biochemical, uHTS, fluorescence dequenching (AID 1986); cell-free peptide binding, fluorescence dequenching, 30 min; higher % means a stronger effect; one-dose inhibition, % at 20 µM; IC50 in µM for titrated hits; 290,000 compounds, 0.3% hits; in the data active means inhibition mostly above about 52%, no sharp cut-off; inactive means mostly below about 76%; further: some results filed as inactive read as strong as hits
Myeloid diff 2 GFP+ MAC1+ %: also measured in Myeloid diff 2; calls as there; GFP+ MAC1+ double positive, %; measured here: differentiation confirmed by MAC1 staining
Active calls of the source: *; i = inactive; ? = inconclusive; · = not tested or not shown; [ ] = remark or other dose. Unless noted, no stated cut-off is given here; in the data, active means inhibition above about 50%; inactive means the rest.

Structure	GPR55 activation	Myeloid diff 2	Myeloid diff 2 GFP+ MAC1+ %	NOD2 inhibition	GPR35 arrestin U2OS	KOR beta-arrestin-2	HIV peptide binding	KOR beta-arrestin-1	NOD1 NF-kB reporter	GPR55 LPI antagonism
CCc1ccc(/C=C(/C#N)C(N)=S)s1	0.8%	i	0.1	8%	6%	-4%	-1.2%	-5.4%	-21%	4%
COc1ccc(CCNC(=O)/C(=C/c2cccnc2)NC(=O)c2ccccc2)cc1OC	-1.0%	i	0.3	-22%	8%	23%	2.1%	-3.1%	-9%	9%
CC(=O)NC(CC(=O)N(C)C1CCCCC1)c1ccccc1 (stereo unspecified)	-0.1%	?	·	4%	-6%	-16%	1.3%	-6.2%	-29%	-25%
Cc1cc(-c2ccc(S(=O)(=O)N3CCN(c4ccccc4F)CC3)s2)on1	-0.1%	i	1.1	8%	1%	-29%	-0.2%	0.1%	-1%	1%
CCOC(=O)C1=NN(c2ccc(Cl)cc2)C(=O)C1	0.0%	i	0.2	-59%	8%	-8%	-1.5%	0.9%	0%	-10%
COc1cc(C(=O)NCCNc2nc3c(C)c(C)ccc3cc2C#N)cc(OC)c1OC	0.9%	i	0.8	13%	-3%	-3%[20 µM]	0.6%	-7.3%	-16%	5%
CCNC(=S)N(CCc1ccccc1C)Cc1cc2cc(OC)c(OC)cc2[nH]c1=O	-0.2%	i	0.5	12%	-13%	13%	-2.6%	-4.8%	1%	0%
COc1cccc(COCC(O)CN2CCC(C(N)=O)CC2)c1 (stereo unspecified)	0.1%	i	1.9	-3%	-3%	-30%	-0.6%	2.0%	-3%	10%
O=C(Nc1cccc(Cl)c1)Nc1csc([N+](=O)[O-])c1	-0.2%	i	0.3	-6%	-3%	-28%	-3.9%	11%	11%	2%
Nc1ccccc1Oc1ccc2ccccc2c1	0.1%	i	0.1	-72%	-10%	-22%	-2.8%	16%	40%	2%

(list continues)
Structure	GPR55 activation	Myeloid diff 2	Myeloid diff 2 GFP+ MAC1+ %	NOD2 inhibition	GPR35 arrestin U2OS	KOR beta-arrestin-2	HIV peptide binding	KOR beta-arrestin-1	NOD1 NF-kB reporter	GPR55 LPI antagonism
CCOc1cc(-c2noc(CCC(=O)NCC3CCCO3)n2)ccc1OC (stereo unspecified)	-0.1%	i	1.0	9%	9%	-7%	-1.8%	1.9%	-10%	0%
O=C(CSc1nnc(COc2cccc3ccccc23)o1)N1CCN(C(=O)c2ccco2)CC1	-0.1%	i	1.0	3%	0%	38%	0.5%	0.1%	-26%	1%
CCOc1ccc(C(CCc2ccccc2)NC(=O)c2ccccc2F)cc1OCC (stereo unspecified)	0.0%	i	6.5	-10%	8%	-13%	1.9%	2.8%	8%	15%
O=C(O)c1cccc(Cn2c(Cl)c(/C=N/NC(=O)c3ccccc3Cl)sc2=O)c1	-0.3%	i	1.0	4%	2%	-54%	6.2%	8.7%	8%	-1%
CC(=O)Nc1ccc(S(=O)(=O)NC(C)CCc2ccccc2)cc1 (stereo unspecified)	-0.1%	i	0.4	8%	-9%	-25%	-0.2%	-3.1%	10%	6%
COC(=O)c1ccc(NC(=S)N(Cc2cccnc2)Cc2ccco2)cc1	0.1%	i	0.6	4%	-3%	-8%	-0.3%	-0.8%	-15%	-14%
O=C(NCc1ccco1)c1cc2nc(C3CC3)cc(C(F)(F)F)n2n1	-0.2%	i	1.5	6%	0%	13%	0.9%	2.0%	-11%	19%
CNC(=O)COC(=O)/C=C/c1cn(-c2ccccc2)nc1-c1ccc(C)o1	0.0%	i	0.3	1%	14%	-1%	-0.6%	3.3%	-13%	-6%
O=C(COC(=O)CN1C(=O)c2ccccc2C1=O)NC1CCCC1	-0.2%	i	0.6	-6%	-4%	-20%	3.3%	5.3%	-9%	-2%
O=C(O)CNc1nc(-c2ccccc2)nc2ccccc12	-0.3%	i	5.2	13%	-1%	10%	-0.3%	0.7%	-10%	2%

(listing goes on)
Structure	GPR55 activation	Myeloid diff 2	Myeloid diff 2 GFP+ MAC1+ %	NOD2 inhibition	GPR35 arrestin U2OS	KOR beta-arrestin-2	HIV peptide binding	KOR beta-arrestin-1	NOD1 NF-kB reporter	GPR55 LPI antagonism
C=C(C)c1cccc(C(C)(C)NC(=O)N2CCCC(C(N)=O)C2)c1 (stereo unspecified)	0.0%	i	0.1	-4%	-3%	17%	0.5%	4.3%	-25%	8%
O=C(O)c1cc(Cl)c(Cl)cc1C(=O)N1CCOCC1	-0.1%	i	4.7	-11%	-6%	-44%	1.9%	4.0%	-15%	4%
CC(C)(C)c1cccc(OCCCSc2ncccn2)c1	-0.2%	i	1.2	9%	9%	15%	-2.0%	0.7%	4%	6%
CN(C)S(=O)(=O)c1cccc(NC(=S)N2CCc3ccccc32)c1	0.0%	i	1.3	-7%	-14%	-21%	-0.9%	3.1%	-10%	-20%
O=S1(=O)CCN(Cc2ccc(Cl)c(C(F)(F)F)c2)CC1	-0.1%	i	0.0	4%	-8%	-29%[20 µM]	0.3%	-4.1%	-6%	-11%
CC1(c2ccc3noc(-c4ccccc4)c3c2)OCCO1	-0.1%	i	0.2	12%	1%	-27%	1.9%	1.0%	14%	13%
CC(C)N1CCC(N2CCN(Cc3ccc4nsnc4c3)CC2CCO)CC1 (stereo unspecified)	-0.3%	i	0.4	-4%	-3%	9%	0.8%	4.7%	-34%	0%
O=C(O)c1ccc(-c2sc(Nc3ccccc3)n[n+]2-c2ccc(F)cc2)cc1	0.2%	i	0.6	5%	0%	-31%[20 µM]	-1.4%	-3.8%	-8%	3%
O=C(O)c1ccc2c3c(cccc13)C(=O)N(c1cccc3ccccc13)C2=O	0.2%	i	0.3	-1%	2%	-24%[20 µM]	1.9%	·	-47%	7%
Cc1ccc(NC(=O)CSCC(=O)Nc2ccc(S(=O)(=O)N3CCOCC3)cc2)cc1	-0.1%	i	0.9	6%	7%	16%	-0.7%	-3.0%	-26%	9%

New compounds follow:
Structure	GPR55 activation	Myeloid diff 2	Myeloid diff 2 GFP+ MAC1+ %	NOD2 inhibition	GPR35 arrestin U2OS	KOR beta-arrestin-2	HIV peptide binding	KOR beta-arrestin-1	NOD1 NF-kB reporter	GPR55 LPI antagonism
CC(C)NC(=O)CN(Cc1ccccc1)S(=O)(=O)c1ccccc1	0.0%	i	1.8	-2%	4%	22%	-1.5%	-0.4%	-4%	4%
Cn1nnnc1SCC(=O)N1CCN(S(=O)(=O)c2ccc(Cl)cc2)CC1	-0.1%	i	0.2	1%	21%	-15%	-0.9%	-4.3%	-11%	7%
CC(C)C[C@H](NC(=O)N1CC(=O)Nc2ccccc21)C(=O)N[C@@H](Cc1ccccc1)C(=O)O	-0.1%	i	1.9	-1%	4%	-50%[20 µM]	-0.3%	-0.2%	-12%	6%
Cc1cccc(N(C(=O)c2csnn2)C(C(=O)NCc2ccccc2)c2cccs2)c1 (stereo unspecified)	-0.2%	i	2.4	12%	-13%	-8%	-0.4%	-4.6%	-5%	6%
CCS(=O)(=O)N1CCN=C1SC(C)c1ccccc1 (stereo unspecified)	-0.2%	i	6.1	9%	-3%	31%	0.1%	-1.0%	0%	12%
CCOc1ccc(-c2nc(N)ncc2Oc2cccc(OC)c2)c(O)c1	-0.1%	i	1.8	-13%	8%	-15%	-0.1%	3.2%	18%	-9%
Cc1cc2n(n1)C(c1c[nH]c3ccccc13)Nc1ccccc1-2 (stereo unspecified)	-0.3%	i	3.2	-12%	8%	-19%	-1.5%	-4.3%	-23%	11%
Cc1cccn2c(=O)c(C=O)c(N3CCN(c4ccccc4)CC3)nc12	-0.1%	i	0.4	23%	3%	-32%[20 µM]	26%	-3.5%	0%	10%
COc1ccc(-c2c(C)nn3c(N4CCC(C(=O)NCCN(C)C)CC4)cc(C)nc23)cc1OC	0.0%	i	1.1	4%	3%	12%	0.1%	2.7%	·	7%
CN(CC(=O)N1CCCCCC1)S(=O)(=O)c1cccc2cccnc12	-0.2%	i	2.3	3%	10%	-8%	1.1%	2.2%	2%	-5%

The list continues:
Structure	GPR55 activation	Myeloid diff 2	Myeloid diff 2 GFP+ MAC1+ %	NOD2 inhibition	GPR35 arrestin U2OS	KOR beta-arrestin-2	HIV peptide binding	KOR beta-arrestin-1	NOD1 NF-kB reporter	GPR55 LPI antagonism
Cc1cccc(CC2SC(N3CCN(c4ccccc4)CC3)=NC2=O)c1 (stereo unspecified)	-0.1%	i	0.3	4%	-12%	-1%	-2.0%	0.2%	-10%	12%
COc1cc(S(=O)(=O)NCC2OCCc3ccccc32)ccc1-n1cnnn1 (stereo unspecified)	0.1%	i	1.3	14%	-1%	-30%	-1.5%	-4.1%	4%	-1%
CC(CN1CCOCC1)C(=O)c1ccccc1 (stereo unspecified)	20%	i	2.1	2%	20%	-15%	1.4%	-0.5%	-1%	25%
CN1C(=O)NC(NC(=O)c2cccs2)(C(F)(F)F)C1=O (stereo unspecified)	0.0%	i	0.7	8%	17%	-14%	-0.3%	0.8%	-3%	-22%
Cc1cccc(N2CCc3c2nc2ccc(Br)cc2c3N)c1	0.6%	i	1.4	11%	-5%	-34%	16%	0.3%	-26%	5%
c1cnn(-c2cc(N3CCOCC3)ncn2)c1	-0.1%	i	1.9	9%	0%	38%	-1.9%	-4.1%	-15%	8%
O=C(CCC(=O)N(c1ccccc1)C(C(=O)NC1CCCC1)c1ccncc1)Nc1cccnc1 (stereo unspecified)	0.0%	i	0.2	-8%	-15%	-22%	-1.0%	-3.2%	-10%	5%
CCOc1ccccc1NC(=O)c1ccccc1NC(=O)c1ccco1	0.7%	i	0.9	-3%	-8%	-30%	0.4%	5.1%	-18%	-5%
Cc1c(C(=O)Nc2ccncc2)oc2c1C(=O)CC(C)(C)C2	0.2%	i	0.8	9%	-9%	15%	1.4%	-3.6%	-27%	0%
CCCN1C2CCCC1CC(NC(=O)c1ccc(C(C)(C)C)cc1)C2 (stereo unspecified)	-0.2%	i	0.5	16%	4%	-7%[20 µM]	-0.4%	-3.7%	-14%	11%
CCc1ccccc1OCC(=O)Nc1ccc2c(c1)OCCO2	-0.1%	i	0.8	-43%	-4%	-28%	0.3%	-0.7%	-86%	2%
CC1=C(C(N)=O)C(c2ccccc2)n2nc(-c3cccs3)nc2N1 (stereo unspecified)	0.4%	i	1.9	10%	-6%	-32%	-1.3%	-0.3%	24%	-14%
CC1=C(c2ccccc2)SC2=NCCN21	0.0%	i	1.4	20%	-12%	-14%	-0.4%	-1.3%	0%	14%

Assay outcomes deposited in PubChem by several laboratories.

Not all compounds are listed; the hit share may differ from the screen's.
